p53 PUMA act: re-activators of the mutant p53 pathway; SW480 PUMA-promoter luciferase, p53 mutant reactivation; hit rate 1.5% among 28,000; AID 624151; activation, % at 9.98 µM; in the data active = activation above about 52%; inconclusive = no clear call, values can overlap the other calls
STK33 inh: human STK33 kinase inhibition; Q9BYT3; ADP-Glo luminescence, MBP substrate; inhibition, % at 12.5 µM; hit rate 0.44% among 27,000; AID 2322; in the data active = inhibition above about 20%; inconclusive = no clear call, values can overlap the other calls
Target sequence (Q9BYT3 whole entry, looked up): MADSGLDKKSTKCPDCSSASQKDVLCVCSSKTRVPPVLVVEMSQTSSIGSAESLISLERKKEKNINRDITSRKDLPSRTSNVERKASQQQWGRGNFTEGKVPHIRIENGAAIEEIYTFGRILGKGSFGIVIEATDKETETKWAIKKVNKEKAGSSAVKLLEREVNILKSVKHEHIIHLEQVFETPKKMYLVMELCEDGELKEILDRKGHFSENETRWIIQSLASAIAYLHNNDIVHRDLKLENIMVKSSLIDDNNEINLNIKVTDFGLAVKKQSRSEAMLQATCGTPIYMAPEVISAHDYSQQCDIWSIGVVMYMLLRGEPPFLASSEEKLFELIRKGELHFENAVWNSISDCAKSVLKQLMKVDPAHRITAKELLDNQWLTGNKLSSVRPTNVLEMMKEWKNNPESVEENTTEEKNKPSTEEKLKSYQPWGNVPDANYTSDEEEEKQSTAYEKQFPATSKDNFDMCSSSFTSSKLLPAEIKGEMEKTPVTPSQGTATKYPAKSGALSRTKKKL
Numbers without * were called inactive; u = inconclusive; x = no result given. This is a subset (hit frequency here may not be typical).

SMILES	p53 PUMA act	STK33 inh
C[C@@H]1CN([C@@H](C)CO)C(=O)Cc2cc(NC(=O)Nc3ccccc3)ccc2O[C@@H]1CN(C)S(=O)(=O)c1cn(C)cn1	0	-1
C[C@H](CO)N1C[C@H](C)[C@H](CN(C)S(=O)(=O)c2cccs2)OCCCC[C@H](C)Oc2ccc(NC(=O)c3ccncc3)cc2C1=O	-11	x
CCOc1ccc(N=CNc2ccc(OCC)cc2)cc1	x	0
CC(C)(C)C1CCc2c(sc(NC(=O)COc3ccccc3Cl)c2C(N)=O)C1 (centres undefined)	-2	0
C=CCNC(=O)[C@@H]1[C@H]2C(=O)O[C@H](c3ccccc3)[C@H](c3ccccc3)N2[C@H](c2ccccc2OCCO)[C@@]12C(=O)N(C(=O)OCCOC)c1ccc(C#CCC(C(=O)OC)C(=O)OC)cc12	x	1
C[C@H]1CN([C@@H](C)CO)C(=O)Cc2cc(NC(=O)C3CC3)ccc2O[C@H]1CN(C)Cc1ccc(C(=O)O)cc1	x	1
Cc1noc(C)c1S(=O)(=O)Nc1ccc2c(c1)C(=O)N([C@@H](C)CO)C[C@@H](C)[C@H](CN(C)C(=O)NC1CCCCC1)O2	4	x
COc1ccc(S(=O)(=O)Nc2ccc3c(c2)CC(=O)N([C@@H](C)CO)C[C@H](C)[C@H](CN(C)C(=O)Nc2ccc(C(F)(F)F)cc2)O3)cc1	x	-3
CC1(C)CC[C@]2(C(=O)O[C@@H]3O[C@H](CO)[C@@H](O)[C@H](O)[C@H]3O)CC[C@]3(C)C(=CCC4[C@@]5(C)CC[C@H](O[C@@H]6OC[C@H](O)[C@H](O)[C@H]6O[C@@H]6O[C@H](CO)[C@@H](O)[C@H](O)[C@H]6O[C@@H]6OC[C@H](O)[C@H](O)[C@H]6O)[C@@](C)(CO)C5CC[C@]43C)C2C1 (some centres undefined)	15	-3
Cc1noc(C)c1NC(=O)Nc1cccc2c1O[C@@H](CN(C)CC1CC1)[C@H](C)CN([C@H](C)CO)C2=O	-2	x
CCCNC(=O)N(C)C[C@H]1Oc2ncc(-c3cccc(C#N)c3)cc2C(=O)N([C@@H](C)CO)C[C@H]1C	13	x
CC1CC2(CC(C)(C(=O)CSc3n[nH]c(-c4ccccc4Cl)n3)OC2=O)C(=O)O1 (centres undefined)	3	-1
COc1ccc(C)cc1NC(=O)c1ccccc1NS(=O)(=O)c1cccc2cccnc12	2	0
CC(=O)O[C@@H]1[C@@H](OC(=O)/C=C/c2ccccc2)[C@@H](OC(C)=O)[C@H](O[C@H]2[C@@H]3C=CO[C@@H](O[C@@H]4O[C@H](CO)[C@@H](O)[C@H](O)[C@H]4O)[C@@H]3[C@@]3(CO)O[C@@H]23)O[C@H]1C	14	0
COCCOC(=O)N1C(=O)[C@@]2(c3cc(C#CC4=CCCCC4)ccc31)[C@H](c1ccccc1OCCO)N1[C@H](c3ccccc3)[C@H](c3ccccc3)OC(=O)[C@H]1[C@@H]2C(=O)NC[C@H](O)c1ccccc1	x	5
CN(CC(=O)Nc1ccc2c(c1)OCCO2)S(=O)(=O)c1cc(Cl)ccc1Cl	3	-7
CNC[C@@H]1Oc2c(NC(=O)c3cnccn3)cccc2C(=O)N([C@H](C)CO)C[C@@H]1C	8	x
CCNc1nc(Oc2ccc(=O)[nH]n2)nc(SC)n1	-1	-1
Cc1cn([C@H]2C[C@H](N=[N+]=[N-])[C@@H](CO)O2)c(=O)[nH]c1=O	x	2
COc1ccc(S(=O)(=O)N(C)C[C@H]2Oc3ccc(NS(=O)(=O)c4ccccc4)cc3C(=O)N([C@@H](C)CO)C[C@H]2C)cc1	x	2
C[C@H](CO)N1C[C@H](C)[C@@H](CN(C)C(=O)Nc2cccc3ccccc23)Oc2ccc(NC(=O)NC3CCCCC3)cc2C1=O	-7	x
CNC[C@@H]1Oc2ccc(NC(=O)Cc3ccccc3)cc2C(=O)N([C@@H](C)CO)C[C@H]1C	1	2
C[C@H](CO)N1C[C@H](C)[C@H](CN(C)C)Oc2c(NS(=O)(=O)c3ccccc3)cccc2C1=O	5	x
CCn1cc(C(=O)O)c(=O)c2cc(F)c(N3CCNCC3)cc21	-6	-11
Cc1cc(C)c2oc(-c3cccc(NC(=O)COc4ccccc4Cl)c3C)nc2c1	3	8

Continued:
SMILES	p53 PUMA act	STK33 inh
Cc1ccc(S(=O)(=O)Nc2ccc3c(c2)CC(=O)N([C@H](C)CO)C[C@@H](C)[C@H](CN(C)C(=O)NC2CCCCC2)O3)cc1	x	1
C[C@@H]1CN([C@@H](C)CO)C(=O)c2cccc(N(C)C)c2O[C@H]1CN(C)C(=O)Nc1ccc(C(F)(F)F)cc1	-5	x
C[C@@H]1CN([C@H](C)CO)C(=O)c2cc(NC(=O)CCC(F)(F)F)ccc2O[C@@H]1CN(C)Cc1ccc2c(c1)OCO2	x	1
C[C@@H]1CN([C@H](C)CO)C(=O)Cc2cc(NS(=O)(=O)c3ccc(Cl)cc3)ccc2O[C@@H]1CN(C)C(=O)Nc1ccc(F)cc1	-11	x
C[C@H](CO)N1C[C@H](C)[C@H](CN(C)S(=O)(=O)c2cn(C)cn2)OCc2ccccc2-c2ccccc2C1=O	7	x
C[C@@H]1CN([C@@H](C)CO)C(=O)c2cc(NC(=O)Cn3cnnn3)ccc2O[C@H]1CN(C)S(=O)(=O)c1cccs1	12	0
NC(=O)CSc1oc(-c2ccc(F)cc2)nc1S(=O)(=O)c1ccc(Cl)cc1	-16	3
COc1ccc(S(=O)(=O)Nc2ccc3c(c2)CC(=O)N([C@H](C)CO)C[C@@H](C)[C@H](CN(C)Cc2ccc(C(F)(F)F)cc2)O3)cc1	5	0
COC1=CC(=O)C[C@@H](C)[C@]12Oc1c(Cl)c(OC)cc(OC)c1C2=O	x	1
CC(C)NC(=O)Nc1ccc2c(c1)C(=O)N([C@@H](C)CO)C[C@H](C)[C@@H](CN(C)Cc1ccc(-c3ccccc3)cc1)O2	x	-1
COc1ccc(N(C(C)C(=O)Nc2ccc(Cl)c(Cl)c2)S(C)(=O)=O)cc1 (centres undefined)	15	0
CCCN(C)C[C@@H]1Oc2ncc(-c3cccc(C#N)c3)cc2C(=O)N([C@H](C)CO)C[C@@H]1C	4	x
COc1ccc(C(=O)NCCNc2ccc([N+](=O)[O-])cc2)cc1	12	-2
CCOc1ccc(-n2c(SCC(=O)c3ccccc3)nnc2-c2ccncc2)cc1	12	5
CCC1=Nc2cc(C(=O)N(C)Cc3ccccc3)ccc2Sc2ccc(C)cc21	-17	x
COCC(=O)N(C)C[C@H]1Oc2cc(C#CC3CCCC3)ccc2S(=O)(=O)N([C@@H](C)CO)C[C@H]1C	-2	x
C[C@H](CO)N1C[C@H](C)[C@@H](CN(C)S(C)(=O)=O)OCCCC[C@H](C)Oc2ccc(NC(=O)C3CCCCC3)cc2C1=O	4	x
CC(C)NC(=O)N(C)C[C@@H]1Oc2ccc(NS(C)(=O)=O)cc2C(=O)N([C@@H](C)CO)C[C@@H]1C	x	-2
C[C@@H]1CN([C@@H](C)CO)C(=O)Cc2cc(NC(=O)NC3CCCCC3)ccc2O[C@@H]1CN(C)S(=O)(=O)c1cccs1	-1	-3
Cc1noc(C)c1NC(=O)N(C)C[C@@H]1OCc2ccccc2-c2c(n(C)c3ccccc23)C(=O)N([C@@H](C)CO)C[C@@H]1C	3	x
Cc1c(NC(=O)CSc2n[nH]c(-c3ccccc3)n2)c(=O)n(-c2ccccc2)n1C	6	0
C[C@@H]1CN([C@@H](C)CO)C(=O)Cc2cc(NC(=O)Cc3cn(C)c4ccccc34)ccc2O[C@@H]1CN(C)Cc1ccc(Cl)c(Cl)c1	x	0
C[C@H](CO)N1C[C@H](C)[C@@H](CN(C)CC2CC2)Oc2ccc(NC(=O)Cc3ccccc3)cc2C1=O	3	x
C[C@H]1CN([C@@H](C)CO)C(=O)Cc2cc(NS(=O)(=O)c3ccccc3)ccc2O[C@@H]1CN(C)C	x	-2
COc1ccc(NC(=O)CSc2nccc(=O)[nH]2)cc1Cl	11	-6

(further entries)
SMILES	p53 PUMA act	STK33 inh
C[C@H](CO)N1C[C@H](C)[C@@H](CN(C)C)Oc2cc(C#C[C@@H](C)O)ccc2S1(=O)=O	2	x
C[C@@H]1CN([C@H](C)CO)C(=O)c2c(c3ccccc3n2C)-c2ccccc2CO[C@@H]1CN(C)C(=O)[C@H]1CCCN1C	-1	x
COc1ccc(S(=O)(=O)N(C)C[C@@H]2OCc3cn(nn3)CCCC(=O)N([C@@H](C)CO)C[C@@H]2C)cc1	x	-4
C[C@@H]1CN([C@H](C)CO)C(=O)Cc2cc(NC(=O)C3CC3)ccc2O[C@H]1CN(C)C(=O)Nc1ccccc1	13	0
C[C@H]1CN([C@@H](C)CO)C(=O)c2cc(NC(=O)c3ccncc3)ccc2O[C@@H]1CN(C)CC1CCCCC1	x	1
C[C@H](CO)N1C[C@H](C)[C@@H](CN(C)C(=O)Nc2cccc3ccccc23)Oc2ccc(NS(=O)(=O)c3ccccc3)cc2C1=O	-6	x
CCn1c(SCC(=O)c2ccc(OC)cc2)nnc1-c1cc2cccc(OC)c2o1	10	0
CCN(CC(=O)Nc1cccc(OC)c1)S(=O)(=O)c1ccc(C)cc1	0	-4
C[C@@H]1CN([C@H](C)CO)C(=O)Cc2cc(NC(=O)C3CCCCC3)ccc2O[C@@H]1CN(C)S(=O)(=O)c1ccc(F)cc1	x	0
C/C=C/c1cnc2c(c1)C(=O)N([C@H](C)CO)C[C@@H](C)[C@@H](CN(C)C(=O)Nc1ccc(F)cc1)O2	7	x
Cc1cc(NS(=O)(=O)c2ccc(NC(=O)C3COc4ccccc4O3)cc2)nc(C)n1 (centres undefined)	-10	-1
Cc1ccc(-n2nc(C)c3c(C)onc3c2=O)cc1	13	x
O=C1c2ccccc2C(=O)N1CCCc1nc(-c2ccccn2)no1	11	-5
C[C@H](CO)N1C[C@H](C)[C@@H](CN(C)Cc2ccccc2)OCCCC[C@H](C)Oc2ccc(NC(=O)CCC(F)(F)F)cc2C1=O	-4	x
Cc1ccc2oc(-c3cc(NC(=O)COc4ccccc4)ccc3Cl)nc2c1	u	3
C[C@H](CO)N1C[C@H](C)[C@@H](CN(C)C(=O)[C@H](C)c2ccccc2)OCc2ccccc2-c2ccccc2C1=O	0	x
COC(=O)c1cc(Br)ccc1NC(=O)COc1ccc(C(C)(C)C)cc1	-9	1
Cc1noc(C)c1S(=O)(=O)Nc1ccc2c(c1)C(=O)N([C@H](C)CO)C[C@H](C)[C@H](CN(C)C)O2	1	0
Cc1noc(C)c1S(=O)(=O)N(C)C[C@@H]1OCCCC[C@H](C)Oc2ccc(NS(C)(=O)=O)cc2C(=O)N([C@H](C)CO)C[C@H]1C	-6	x
C[C@H]1CN([C@@H](C)CO)C(=O)c2cc(NC(=O)CCC(F)(F)F)ccc2O[C@H]1CN(C)Cc1ccc(-c2ccccc2)cc1	x	-1
C=C(C)C1Cc2cc(C(C)=O)ccc2O1 (centres undefined)	0	2
CCOC(=O)[C@H](CCc1ccccc1)N[C@@H](C)C(=O)N1C(C(=O)O)C[C@@H]2CCC[C@@H]21 (some centres undefined)	8	3
C[C@@H]1CCCCO[C@H](CN(C)C(=O)Nc2ccc3c(c2)OCO3)[C@@H](C)CN([C@H](C)CO)C(=O)c2cc(NC(=O)Nc3ccc(C(F)(F)F)cc3)ccc2O1	x	2
COC(=O)c1ccccc1NC(=O)c1cc(-c2ccccn2)nc2c(C)c(Cl)ccc12	-13	-4
COc1cc(OC)c(NC(=O)CCCN2C(=O)c3ccccc3C2=O)cc1Cl	-3	-2

Following part:
SMILES	p53 PUMA act	STK33 inh
C[C@@H]1CN([C@@H](C)CO)C(=O)c2cc(NS(=O)(=O)c3ccccc3)ccc2O[C@H]1CN(C)Cc1ccc(Oc2ccccc2)cc1	x	2
C[C@@H]1CN([C@H](C)CO)C(=O)Cc2cc(NC(=O)Cc3cn(C)c4ccccc34)ccc2O[C@H]1CN(C)S(=O)(=O)c1cn(C)cn1	-4	4
C[C@@H]1CCCCO[C@@H](CN(C)C(=O)Nc2cccc3ccccc23)[C@@H](C)CN([C@H](C)CO)C(=O)c2cc(NS(=O)(=O)c3ccc(Cl)cc3)ccc2O1	x	9
CCn1c(SCC(=O)Nc2cccc(C)c2C)nnc1-c1cccs1	-15	0
COC(=O)c1sc(NC(=S)Nc2ccc(Cl)cn2)c(C(=O)OC)c1C	9	-2
COc1ccc(OC)c(NC(=O)CN(c2cc(C(F)(F)F)ccc2Cl)S(C)(=O)=O)c1	-4	0

Gathered by group, those above containing two or more sulfur atoms
SMILES	p53 PUMA act	STK33 inh
C[C@H](CO)N1C[C@H](C)[C@H](CN(C)S(=O)(=O)c2cccs2)OCCCC[C@H](C)Oc2ccc(NC(=O)c3ccncc3)cc2C1=O	-11	x
COc1ccc(S(=O)(=O)N(C)C[C@H]2Oc3ccc(NS(=O)(=O)c4ccccc4)cc3C(=O)N([C@@H](C)CO)C[C@H]2C)cc1	x	2
C[C@@H]1CN([C@@H](C)CO)C(=O)c2cc(NC(=O)Cn3cnnn3)ccc2O[C@H]1CN(C)S(=O)(=O)c1cccs1	12	0
NC(=O)CSc1oc(-c2ccc(F)cc2)nc1S(=O)(=O)c1ccc(Cl)cc1	-16	3
C[C@@H]1CN([C@@H](C)CO)C(=O)Cc2cc(NC(=O)NC3CCCCC3)ccc2O[C@@H]1CN(C)S(=O)(=O)c1cccs1	-1	-3
Cc1noc(C)c1S(=O)(=O)N(C)C[C@@H]1OCCCC[C@H](C)Oc2ccc(NS(C)(=O)=O)cc2C(=O)N([C@H](C)CO)C[C@H]1C	-6	x
CCn1c(SCC(=O)Nc2cccc(C)c2C)nnc1-c1cccs1	-15	0
COC(=O)c1sc(NC(=S)Nc2ccc(Cl)cn2)c(C(=O)OC)c1C	9	-2
